Screening results deposited in PubChem BioAssay by several laboratories.
SKN-1 block = C. elegans SKN-1 inhibition; AID 624304; C. elegans VP596 Pgst-4::GFP/RFP ratio, acrylamide-induced, 24 h; 360,000 compounds, 0.49% hits; inhibition, % at 21.8 µM;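 active means interference check ratio from 0.5 to 1.5 plus GFP to RFP signal ratio inhibition reaching or exceeding a fixed threshold, cut at about 30% in these data, passing the limit was not always enough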; further: some compounds called inactive have numbers as strong as hits
MsrA inhibitor = inhibitors of bovine MsrA; inhibition, % at 15.5 µM; purified bovine MsrA, absorbance read-out; AID 651718; 360,000 compounds, 0.75% hits; in the data active means inhibition above about 4.5%;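 further: 0% = vehicle wells with enzyme and 100% = reference inhibitor wells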
eLon inh = inhibitors of E. coli Lon protease. inhibition, % at 7.94 µM. 360,000 compounds, 0.42% hits. purified E. coli Lon protease, fluorescence polarization. P0A9M0; in the data active means inhibition above about 13%, passing the limit was not always enough;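 further: 0% = enzyme with probe and DMSO and 100% = no enzyme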
bovine MsrA act = bovine methionine sulfoxide reductase A activation; 360,000 compounds, 0.3% hits; activation, % at 10.6 µM; purified bovine MsrA, absorbance read-out; in the data active means activation above about 7.5%;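 further: 0% = vehicle and 100% = reference activator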
MT1-MMP act inh = blocks activation of human MT1-MMP; GFP/RFP ratio change, % at 20 µM; P50281; AID 651647; 360,000 compounds, 0.061% hits; HT1080 RFP-PRO-GFP cells, GFP/RFP ratio fluorescence, overnight; percent of plate control window, DMSO zero;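 active means GFP/RFP ratio change of at least 30% with cell ATP level not reduced by more than half and red fluorescence within 50% of control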; further: strong numbers were not always called active
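system = RFP-PRO-GFP reporter HT1080 cells | dosing = 20 µM single dose, 1% DMSO | timing = overnight cell settling, then overnight compound exposure, 37 °C, 5% CO2 | read-out basis = GFP/RFP fluorescence ratio | controls = DMSO and RFP-L50D-GFP cell wells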
Tb MetRS inh = blocks T. brucei methionyl-tRNA synthetase activity | inhibition, % at 11.9 µM | purified T. brucei MetRS, ATP depletion, Kinase-Glo luminescence | AID 624268 | 360,000 compounds, 0.4% hits;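 active means inhibition above a per-plate cutoff of the control wells' mean inhibition plus 3 SD, cut at about 5.5% in these data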;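 further: 0% = DMSO wells median and 100% = median of wells with control inhibitor compound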
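Test system: purified T. brucei MetRS enzyme. Also added: ATP, methionine and E. coli bulk tRNA substrates. Compound: 11.9 µM single point. Schedule: 15 min enzyme-compound preincubation, 2 h reaction, 10 min detection, 25 °C. Signal: luciferase luminescence of residual ATP, Kinase-Glo. Evaluation: percent inhibition versus plate control medians. Controls: DMSO wells, low control.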
FAS-TE inh = inhibitors of human fatty acid synthase thioesterase domain; P49327; inhibition, % at 15 µM; recombinant FAS-TE, OMFH fluorogenic substrate, fluorescence endpoint; 360,000 compounds, 0.67% hits;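 active means compounds whose normalised, plate-corrected inhibition of enzyme fluorescence in the single-dose primary screen is 50% or more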;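 further: 0% = DMSO with enzyme and 100% = substrate without enzyme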
Target sequence (P49327 whole entry, looked up, the tested form may be a part): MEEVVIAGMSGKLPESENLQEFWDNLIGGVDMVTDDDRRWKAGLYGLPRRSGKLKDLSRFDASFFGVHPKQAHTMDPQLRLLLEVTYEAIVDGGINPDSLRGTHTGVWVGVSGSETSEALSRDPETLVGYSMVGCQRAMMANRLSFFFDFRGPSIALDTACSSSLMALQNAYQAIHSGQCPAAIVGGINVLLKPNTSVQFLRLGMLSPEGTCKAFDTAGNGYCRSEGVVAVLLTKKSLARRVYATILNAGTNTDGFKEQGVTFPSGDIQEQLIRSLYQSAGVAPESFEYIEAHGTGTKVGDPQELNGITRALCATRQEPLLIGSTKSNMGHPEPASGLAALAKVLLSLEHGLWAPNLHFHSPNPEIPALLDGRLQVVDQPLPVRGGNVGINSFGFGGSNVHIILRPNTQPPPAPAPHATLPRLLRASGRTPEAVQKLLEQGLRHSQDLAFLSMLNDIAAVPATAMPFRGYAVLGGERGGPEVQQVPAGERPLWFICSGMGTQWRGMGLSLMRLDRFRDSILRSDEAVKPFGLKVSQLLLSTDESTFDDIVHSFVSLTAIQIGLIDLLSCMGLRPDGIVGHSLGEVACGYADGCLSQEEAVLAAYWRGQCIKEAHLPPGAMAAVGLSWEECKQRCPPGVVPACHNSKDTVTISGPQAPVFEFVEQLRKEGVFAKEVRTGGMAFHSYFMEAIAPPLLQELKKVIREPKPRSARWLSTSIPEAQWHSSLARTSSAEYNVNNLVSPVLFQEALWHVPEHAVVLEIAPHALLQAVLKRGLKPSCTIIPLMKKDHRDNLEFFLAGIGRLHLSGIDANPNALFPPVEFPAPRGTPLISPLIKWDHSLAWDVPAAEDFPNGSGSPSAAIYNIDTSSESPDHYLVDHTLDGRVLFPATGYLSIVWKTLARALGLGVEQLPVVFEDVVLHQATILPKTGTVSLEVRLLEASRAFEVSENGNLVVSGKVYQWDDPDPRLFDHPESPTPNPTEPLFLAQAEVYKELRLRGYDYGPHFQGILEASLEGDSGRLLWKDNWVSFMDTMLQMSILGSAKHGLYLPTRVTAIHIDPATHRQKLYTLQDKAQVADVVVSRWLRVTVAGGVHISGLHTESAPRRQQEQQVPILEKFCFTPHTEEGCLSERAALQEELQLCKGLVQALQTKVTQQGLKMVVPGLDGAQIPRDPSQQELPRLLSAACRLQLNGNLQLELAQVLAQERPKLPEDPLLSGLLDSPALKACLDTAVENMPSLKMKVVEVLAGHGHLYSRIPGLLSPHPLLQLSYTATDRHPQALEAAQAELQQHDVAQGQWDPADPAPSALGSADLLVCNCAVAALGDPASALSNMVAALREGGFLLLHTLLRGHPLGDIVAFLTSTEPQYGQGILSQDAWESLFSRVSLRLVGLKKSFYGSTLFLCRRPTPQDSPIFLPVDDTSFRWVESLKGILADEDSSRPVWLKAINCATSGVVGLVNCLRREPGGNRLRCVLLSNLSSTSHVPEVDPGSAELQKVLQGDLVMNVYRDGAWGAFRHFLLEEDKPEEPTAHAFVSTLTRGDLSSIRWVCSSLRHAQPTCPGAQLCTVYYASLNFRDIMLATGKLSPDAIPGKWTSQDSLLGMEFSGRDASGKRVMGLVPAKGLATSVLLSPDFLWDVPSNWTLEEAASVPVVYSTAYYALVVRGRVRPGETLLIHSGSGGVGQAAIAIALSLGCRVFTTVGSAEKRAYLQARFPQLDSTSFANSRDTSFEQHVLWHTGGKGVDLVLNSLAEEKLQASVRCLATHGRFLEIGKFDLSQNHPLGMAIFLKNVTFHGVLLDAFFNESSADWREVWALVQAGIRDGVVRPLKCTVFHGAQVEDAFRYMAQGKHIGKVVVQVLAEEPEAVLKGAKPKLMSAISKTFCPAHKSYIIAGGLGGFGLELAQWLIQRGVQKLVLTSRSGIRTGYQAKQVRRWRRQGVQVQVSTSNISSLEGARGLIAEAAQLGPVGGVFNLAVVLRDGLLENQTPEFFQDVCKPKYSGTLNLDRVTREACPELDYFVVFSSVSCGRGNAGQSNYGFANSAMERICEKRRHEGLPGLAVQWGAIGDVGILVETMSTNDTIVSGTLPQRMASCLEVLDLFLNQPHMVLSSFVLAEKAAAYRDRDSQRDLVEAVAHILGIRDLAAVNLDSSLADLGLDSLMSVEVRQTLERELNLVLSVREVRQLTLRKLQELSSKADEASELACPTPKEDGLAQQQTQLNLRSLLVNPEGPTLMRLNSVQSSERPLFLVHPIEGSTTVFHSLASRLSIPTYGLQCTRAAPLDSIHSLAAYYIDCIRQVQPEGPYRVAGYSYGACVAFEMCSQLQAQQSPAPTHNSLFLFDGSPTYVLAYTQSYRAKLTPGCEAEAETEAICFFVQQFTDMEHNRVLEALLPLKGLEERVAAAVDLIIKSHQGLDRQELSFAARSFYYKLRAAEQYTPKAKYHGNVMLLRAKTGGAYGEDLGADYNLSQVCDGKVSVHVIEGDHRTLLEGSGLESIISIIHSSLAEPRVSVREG
MLLE-PAM2 inh = blocks PAM2 peptide binding to the PABP1 MLLE domain; GST-MLLE / FITC-PAM2 fluorescence polarization; inhibition, % at 20 µM; 360,000 compounds, 0.36% hits; AID 588489; in the data active means inhibition above about 35%, passing the limit was not always enough;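 further: plate controls were DMSO wells with GST-MLLE for no effect and wells lacking GST-MLLE protein for full effect; some results filed as inactive read as strong as hits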
NRP1-CendR mod = alters CendR peptide binding to human NRP-1 | O14786 | FAM-RPARPAR peptide binding to NRP-1, fluorescence polarization | inhibition, % at 25 µM | 360,000 compounds, 0.85% hits;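 active means inhibition or corrected inhibition above about 18%, plus a signal ratio from 0.5 to 1.5, limit read from the data, passing the limit was not always enough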; further: strong numbers were not always called active
* = called active by the depositor; i = inactive; nt = not tested or not shown.

Under each structure: eLon inh, MsrA inhibitor, FAS-TE inh, MLLE-PAM2 inh, Tb MetRS inh, NRP1-CendR mod, SKN-1 block, bovine MsrA act, MT1-MMP act inh
O=C(Nc1ccc(C2=NCCN2)cc1)c1ccc(C(=O)Nc2ccc(C3=NCCN3)cc2)c(Cl)c1
  1, 0.9, -2, -40, -0.4, 4, -1, 0, 1
Cc1cc(=O)oc(C)c1C(=O)OCC(=O)c1ccc2ccccc2c1
  8, 1.7, 27, -2, 0.2, -8, 0, -1, 9
O=C(NCC(=O)N1CCN(Cc2ccccc2)CC1)c1cc(Cl)cc([N+](=O)[O-])c1
  -4, 0.0, 8, 1, 0.0, 0, -2, 0, 6
CC1Cc2ccccc2N1Cc1nc2cc(Cl)ccc2c(=O)[nH]1 (stereo not drawn)
  4, -1.5, -10, -7, -1.1, -6, -15, -6, -5
O=C(c1ccccc1Cc1ccccc1)N1CCN(S(=O)(=O)c2ccccc2[N+](=O)[O-])CC1
  9, 1.8, 20, -75, -0.3, -12, 8, 0, -7
CC1CCOC(c2coc3ccccc3c2=O)O1 (stereo not drawn)
  -6, 0.3, -4, 3, -1.0, -7, 0, -4, -2
Cc1ccc(NC(=O)[C@@H]2O[C@H](CO)[C@@H](O)[C@H]2O)cc1C(F)(F)F
  5, 0.0, -7, 12, -0.2, -12, 2, -1, -1
COc1cc(S(=O)(=O)N2CCN(Cc3ccc4c(c3)OCO4)CC2)ccc1NC(C)=O
  1, -0.7, -3, -61, -0.1, -5, 2, -2, 9
COC(=O)Cn1cnc2sc(C)c(S(=O)(=O)N3CCC(C)CC3)c2c1=O
  4, 2.0, -12, 6, -1.7, 6, -3, -11, -1
Cc1cccc(C)c1NC(=O)CNC(=O)C1CC(=O)N(Cc2ccccc2)C1 (stereo not drawn)
  1, -0.1, -7, 6, -0.4, -3, -29, -5, 0
O=C(Cc1cccs1)N/N=C/C(Cl)=C/c1ccccc1
  1, 1.6, -2, 15, 0.7, -1, 18, -3, 1
CC(=O)c1ccc(-n2nncc2C)cc1
  -6, -0.1, -3, 4, 0.1, 18, -7, 0, -2
CCOC(=O)N(C)c1c(CC)nc2c(OCC(=O)C(C)(C)C)cccn12
  -6, 0.4, -6, 3, 0.0, 10, 9, -1, 7
COc1ccc(Cn2cc(CN3CC(N4CCCCC4)CS3(=O)=O)nn2)cc1 (stereo not drawn)
  13, 0.6, -12, nt, -0.3, -5, 21, -2, 0
Cc1ccc(C(=O)NCCN2CCC(n3c(=O)[nH]c4ccccc43)CC2)cc1
  2, -0.1, -6, nt, -0.1, -6, 4, -3, 2
COCCn1cnnc1SCC(=O)Nc1cc(C)on1
  -6, -1.6, -4, -47, -0.1, 4, -3, -2, 4
CCOc1cc(/C=N/NC(=O)Cc2ccc(C(F)(F)F)cc2[N+](=O)[O-])c(Br)cc1OC
  0, -0.3, 1, 7, -0.6, -4, 29, -2, 5
CCn1c(CNC(=O)c2ccccc2F)cc2ccccc21
  2, -1.2, 5, 14, -0.2, 10, 2, -2, -2
Cc1nc(Cl)c(C(=O)NCCc2ccccc2)c(C)c1[N+](=O)[O-]
  -3, -0.9, 6, 10, -0.6, 6, -1, -1, 0
Cc1cc(C(F)F)n2ncc(C(=O)N3CCC(C(N)=O)CC3)c2n1
  -4, 1.2, -9, 18, -0.5, -4, -19, -11, 11
CCOc1ccccc1N1CCN(Cc2cccc(OC)c2O)CC1
  0, -0.5, -2, -2, -1.0, -3, 5, -7, -3
O=C(CN(C(=O)c1ccc(Cl)cc1)N1C(=O)C2C3C=CC(C3)C2C1=O)c1cccs1 (stereo not drawn)
  0, 0.5, 8, 4, 0.2, 4, 9, -1, 0
Cc1noc(C)c1NC(=O)N(C)C[C@H]1OCc2cnnn2CCCC(=O)N([C@H](C)CO)C[C@@H]1C
  -8, 0.1, -13, 16, -1.5, -8, 1, -12, 3
CCCCN(C(=O)Cc1ccc2c(c1)OCCO2)c1c(N)n(CCC)c(=O)[nH]c1=O
  -4, -0.2, -4, -33, -0.4, 6, 4, -6, 1
CCc1ccc(OCCOCC(O)CNC(C)CC)cc1 (stereo not drawn)
  -9, -0.1, -9, -1, -0.1, 6, 2, -1, 5
C/C(CC(=O)Nc1ccc(Cl)cc1)=N\NC(=O)C(=O)N1CCCCC1
  2, -0.6, 0, 1, -0.7, 7, 8, -4, -3
Cc1cc(-c2ccc(Cl)cc2)n2nc(C)cc2n1
  -13, 0.1, 0, 5, 0.3, -6, 16, -3, -1
CCCn1c(Nc2ccccc2C)nc2ccccc21
  -1, 1.7, 1, -6, -0.6, 10, 5, 1, -6
CCN1C(=O)[C@H]2[C@@H](c3ccc(C)cc3)N3C(=O)N(c4ccc(OC)cc4)C(=O)[C@@]3(Cc3ccc(Cl)cc3)[C@H]2C1=O
  -6, 1.4, 20, 6, -0.3, -3, 5, 0, 4
COC(=O)N1CCCCC1c1cc(C(=O)Nc2ccc(OC)cc2C)no1 (stereo not drawn)
  -18, -1.9, -4, 2, 0.3, 9, -13, 1, -1

Retrieved one by one from the list above, five records:
Under each structure: eLon inh, MsrA inhibitor, FAS-TE inh, MLLE-PAM2 inh, Tb MetRS inh, NRP1-CendR mod, SKN-1 block, bovine MsrA act, MT1-MMP act inh
O=C(CN(C(=O)c1ccc(Cl)cc1)N1C(=O)C2C3C=CC(C3)C2C1=O)c1cccs1 (stereo not drawn)
  0, 0.5, 8, 4, 0.2, 4, 9, -1, 0
Cc1cc(C(F)F)n2ncc(C(=O)N3CCC(C(N)=O)CC3)c2n1
  -4, 1.2, -9, 18, -0.5, -4, -19, -11, 11
COC(=O)N1CCCCC1c1cc(C(=O)Nc2ccc(OC)cc2C)no1 (stereo not drawn)
  -18, -1.9, -4, 2, 0.3, 9, -13, 1, -1
CCN1C(=O)[C@H]2[C@@H](c3ccc(C)cc3)N3C(=O)N(c4ccc(OC)cc4)C(=O)[C@@]3(Cc3ccc(Cl)cc3)[C@H]2C1=O
  -6, 1.4, 20, 6, -0.3, -3, 5, 0, 4
C/C(CC(=O)Nc1ccc(Cl)cc1)=N\NC(=O)C(=O)N1CCCCC1
  2, -0.6, 0, 1, -0.7, 7, 8, -4, -3

The results go on:
Under each structure: eLon inh, MsrA inhibitor, FAS-TE inh, MLLE-PAM2 inh, Tb MetRS inh, NRP1-CendR mod, SKN-1 block, bovine MsrA act, MT1-MMP act inh
CCc1ccc(NC(=O)C2CC(=O)Nc3ncnn32)cc1 (stereo not drawn)
  2, -0.8, -7, -7, -1.2, 0, -13, -12, 1
CCC[C@@H](CN[C@@H](CNC)[C@H](C)CC)NCC1CCC(C(C)(C)C)CC1 (stereo partly drawn)
  -1, -1.6, -10, -1, 0.4, 17, -7, 1, 4
CCc1ccccc1NC(=O)c1cc(C)no1
  -7, -0.1, -4, 4, -0.5, 11, -4, 2, -2
NC(c1ccccc1)c1csc(Nc2ccc(C(=O)NCCO)cc2)n1 (stereo not drawn)
  -5, 2.0, -6, -10, -0.1, -2, 7, -4, 1
CCOC(=O)c1ccc(NCn2c(=O)oc3ccccc32)cc1
  -26, -0.5, -26, 10, -1.0, -142, -5, -9, -66
Cc1cccc2c(C(=O)N3CCN(C(=O)c4ccco4)CC3)cc(-c3cccc(Br)c3)nc12
  -5, -0.3, 24, 4, -1.5, -22, -3, -8, -7
O=C(Cn1cc2c(n1)CCCC2)NCCCN1CCN(c2ccccc2F)CC1
  -8, -0.1, -2, 1, -0.4, 2, 5, -2, 4
NC(=O)CC(NC(=O)Cc1ccc(Br)cc1)c1ccc(NC2CCN(Cc3ccccc3)CC2)c([N+](=O)[O-])c1 (stereo not drawn)
  -255, 0.3, -6, -7, 0.2, -188, 21, -2, 3
O=C(c1cn(-c2ccccc2)nc1-c1ccc(F)cc1)N1CCCCC1
  -1, -1.6, 6, 6, -0.1, 2, -5, -2, -5
CCOc1ccc(CN(C(=O)c2oc3ccccc3c2C)C2CCS(=O)(=O)C2)cc1 (stereo not drawn)
  0, 0.3, 21, -4, 0.1, 0, 2, 0, 4
COc1ccc(S(=O)(=O)Nc2ccccn2)cc1
  2, 0.3, -5, 5, 0.1, -7, 15, -2, 3
COc1ccc(Nc2cc3n(c(=O)n2)CCc2cc(OC)c(OC)cc2-3)c(C)c1
  -3, 4.9*, -2, 11, -0.7, 3, 19, -5, -3
CC1=C(C)CC(C(=O)NCc2c(F)cccc2Cl)C(C(=O)O)C1 (stereo not drawn)
  8, nt, -1, -8, -0.2, 0, 11, -3, -2
CCn1cc(C(=O)N[C@H](C(=O)NCCCOC)C(C)C)c(=O)c2cc3c(cc21)OCO3
  -5, 3.1, -3, -7, -0.3, 3, 5, -3, 2
CC(=O)Nc1ccc(NC(=O)c2ccccc2N(C)S(=O)(=O)c2ccccc2)cc1
  18, 0.2, 0, 0, -1.4, 1, -2, -1, 1

Just NRP1-CendR mod, MLLE-PAM2 inh and SKN-1 block, for 2 of the compounds above:
compound,NRP1-CendR mod,MLLE-PAM2 inh,SKN-1 block
Cc1cc(-c2ccc(Cl)cc2)n2nc(C)cc2n1,-6,5,16
CCCn1c(Nc2ccccc2C)nc2ccccc21,10,-6,5

Continuation:
Under each structure: eLon inh, MsrA inhibitor, FAS-TE inh, MLLE-PAM2 inh, Tb MetRS inh, NRP1-CendR mod, SKN-1 block, bovine MsrA act, MT1-MMP act inh
CN(C)c1ccc(C=Cc2nccc3ccccc23)cc1
  -265, 1.5, -137, i, -0.2, 140, 48, -5, 11
COc1ccc(Br)cc1C(=O)Nc1cccc(C)c1
  6, 3.5, -3, -1, -0.1, 2, 13, -6, 1
O=C(O)c1ccc(-c2cccc(-c3nn4c(=O)cc(N5CCNCC5)nc4s3)c2)cc1
  -9, 0.5, -4, 4, -1.1, -7, 1, -4, 6
O=C(Nc1cccc(S(=O)(=O)Nc2ccccc2F)c1)c1ccco1
  -9, 0.0, -5, 5, -0.3, 0, 13, -3, -2
COc1ccc(/C=N/n2cnnc2SCCO)cc1OC
  8, 1.2, -4, 6, -0.3, 3, -4, 0, 2
CC(=O)N1CCN(Cc2nc3cc(NC(=O)C4CCCCC4)ccc3n2C)CC1
  3, 0.2, -4, -3, -0.5, -8, 18, -3, 0
Cc1coc2c1c(C)cc1oc(=O)c(CC(=O)NCC(=O)O)c(C)c12
  8, 1.6, -5, 9, 2.0, 3, -12, -7, 2
CCn1c(-c2nn(-c3ccc(C)cc3)ccc2=O)n[nH]c1=S
  4, 2.0, -8, -15, -0.7, 0, -10, -6, -3
C/C(=C\c1ccccc1)CN1CCC(C(=O)N2CCC(C)CC2)CC1
  -7, -1.4, -10, 13, -0.5, -1, 13, -5, 0
O=C(Nc1sc2c(c1C(=O)O)CCCC2)c1ccccc1Cl
  5, 2.4, -1, -7, 0.6, -15, 35, -4, 3
COc1ncnc2c1ncn2CCCN(CCCc1ccccc1)CCCn1cnc2c(OC)ncnc21
  -2, -0.6, -5, 12, -1.3, -3, 5, -8, 4
O=c1cnnc(N/N=C/c2ccccn2)[nH]1
  10, 2.8, -4, -17, 0.1, 17, 10, -2, 8
CCOC(=O)c1ccc(CNC(=O)Cn2nnc(-c3ccc(C)cc3)n2)o1
  -2, 1.0, -3, -1, 0.3, -5, 20, -1, 0
N/C(=C/C(=O)c1ccccc1O)C(F)(F)F
  -9, nt, -8, 2, 1.3, -15, -3, -3, 2
